Pol kappa inh = qHTS for Inhibitors of Polymerase Kappa; AID 588579, 2011; hit rate 0.53% among 400,000; Potency, µM (highest dose often 107 µM), for the others: at the top dose activity, negative = inhibition, most hits filed as inhibitors; purified Pol kappa, fluorescent DNA synthesis assay, 10 min; also: % is scaled to controls: 0 for no effect and ±100 for the full control effect
Target sequence (Q9UBT6 whole entry, looked up): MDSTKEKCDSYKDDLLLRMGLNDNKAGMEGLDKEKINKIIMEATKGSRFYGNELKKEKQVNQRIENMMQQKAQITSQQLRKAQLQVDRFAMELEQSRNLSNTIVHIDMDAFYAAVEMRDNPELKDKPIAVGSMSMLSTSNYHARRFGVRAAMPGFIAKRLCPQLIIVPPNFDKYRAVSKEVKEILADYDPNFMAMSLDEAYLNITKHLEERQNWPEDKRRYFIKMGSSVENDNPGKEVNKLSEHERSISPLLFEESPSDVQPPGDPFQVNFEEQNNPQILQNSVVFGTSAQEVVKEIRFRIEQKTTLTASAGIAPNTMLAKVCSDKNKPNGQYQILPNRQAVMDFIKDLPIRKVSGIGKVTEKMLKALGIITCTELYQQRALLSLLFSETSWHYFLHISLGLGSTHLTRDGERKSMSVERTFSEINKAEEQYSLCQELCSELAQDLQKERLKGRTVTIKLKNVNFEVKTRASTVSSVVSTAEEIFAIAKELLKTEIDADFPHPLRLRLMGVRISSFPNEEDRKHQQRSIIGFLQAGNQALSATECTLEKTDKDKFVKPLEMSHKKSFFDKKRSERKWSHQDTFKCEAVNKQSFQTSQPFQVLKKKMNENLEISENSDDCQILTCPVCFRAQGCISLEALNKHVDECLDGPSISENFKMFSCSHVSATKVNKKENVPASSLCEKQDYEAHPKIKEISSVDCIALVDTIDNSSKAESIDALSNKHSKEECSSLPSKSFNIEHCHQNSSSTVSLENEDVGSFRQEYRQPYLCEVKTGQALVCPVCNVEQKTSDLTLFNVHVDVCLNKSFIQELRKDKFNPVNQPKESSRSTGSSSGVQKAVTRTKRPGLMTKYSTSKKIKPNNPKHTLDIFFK
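Pol kappa 10 nM + cpd, 15 min RT; start w/ substrate 50 nM final; fluorescence kinetic read, 0 and 10 min. Neg ctrl: buffer, no enzyme.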
POLI inh = qHTS for Inhibitors of Polymerase Iota. AID 588590, 2011. DNA polymerase iota (Homo sapiens), Q9UNA4. Pol iota fluorescent replication assay, 10 min. hit rate 1% among 390,000. Potency, µM (doses to about 115 µM), without a hit: top-dose activity, negative = inhibition, hits mostly inhibitors
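Pol iota at 10 nM preincubated 15 min with compounds at room temperature; reaction started with fluorescent substrate, 50 nM final. Fluorescence read kinetically at 0 and 10 min; buffer-only wells as negative control.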
* hit, by the source's call; ? = inconclusive; & = joins results of further samples; [ ] = another dose, or the depositor's remark. Calls follow the shape of the dose curve; as a rule, active = well fitted inhibition curve with a large enough effect; inconclusive = small, poorly fitted or top-dose-only effect, or another doubt; inactive = no such curve, though single readings can be large or run the other way. Potency is read from the fitted curve at half-maximal effect.

mol	POLI inh	Pol kappa inh
CCN(CCC(=O)O)c1ccc(/C=C/c2ccnc3ccccc23)cc1	?	-11.8%
O=C(C[n+]1cccc(Br)c1)c1ccc2ccccc2c1	9.6%	-9.5%
Nc1nc(=S)[nH]c(N)c1N	14.4%	-0.5%
COc1ccc(/C=C(\C)C(=O)NO)cc1	18.8%	6.1%
O=S(=O)(NCCCCNS(=O)(=O)c1cccc2cccnc12)c1cccc2cccnc12	8.9%	2.6%
O=C(COc1ccccc1C(=O)Nc1ccccc1F)Nc1ccc(Br)cc1	16.1%	3.3%
CCc1ccc(NC(=O)CSc2nnc(-c3ccccc3)n2CC)cc1	-0.2%	-4.8%
O=C(C[n+]1ccc2ccccc2c1)c1ccc(O)c(O)c1	?	?
CCN(CCCN(C)C)c1ccc(/C=C/c2ccnc3ccccc23)cc1	?	?
Cc1ccccc1NC(=O)c1nc(S(=O)(=O)Cc2ccccc2F)ncc1Cl	-29.8%	-17.8%
O=C(Nc1ccc(OC(F)F)cc1)c1nc(S(=O)(=O)Cc2ccccc2F)ncc1Cl	9.0%	-6.1%
CCCCN(CCCC)c1ccc(Cn2ccc3ccccc32)cc1	37.1%[activator]	-1.8%
Nc1c(Br)cc(Br)c2cccnc12	8.91µM*	4.1%
CC/C(=C\c1ccccc1)c1cccc2oc3ccccc3c12	23.5%	2.3%
CC(=O)C[n+]1cccc2cc(Cl)ccc21	63.2%[activator]	-23.5%
CN(C)N=Nc1ccc(/C=C2\C=Cc3ccccc32)cc1	5.4%	-7.3%
CC(=O)c1cccc(NC(=O)C(C)OC(=O)c2ccc(S(C)(=O)=O)c([N+](=O)[O-])c2)c1 (centres undefined)	-0.9%	6.5%
O=C1c2cc(S(=O)(=O)N3CCOCC3)ccc2-c2ccc(S(=O)(=O)N3CCOCC3)cc21	15.0%	1.1%
CN(C)c1ccc(CCC2C=Cc3ccccc32)cc1 (centres undefined)	2.1%	-4.1%
NNC(=O)c1ccc(C(=O)N(c2ccccc2)c2ccccc2)cc1	5.1%	-12.1%

Part of the list above, reformatted.
POLI inh,Pol kappa inh,mol
63.2%[activator],-23.5%,CC(=O)C[n+]1cccc2cc(Cl)ccc21
5.4%,-7.3%,CN(C)N=Nc1ccc(/C=C2\C=Cc3ccccc32)cc1
-0.9%,6.5%,CC(=O)c1cccc(NC(=O)C(C)OC(=O)c2ccc(S(C)(=O)=O)c([N+](=O)[O-])c2)c1 (centres undefined)
15.0%,1.1%,O=C1c2cc(S(=O)(=O)N3CCOCC3)ccc2-c2ccc(S(=O)(=O)N3CCOCC3)cc21
2.1%,-4.1%,CN(C)c1ccc(CCC2C=Cc3ccccc32)cc1 (centres undefined)

Next section:
mol	POLI inh	Pol kappa inh
CCC[C@H]1COCCS(=O)(=O)N1Cc1cccc(F)c1	28.8%	-14.2%
Brc1ccc(/C=C2\C=Cc3ccccc32)cc1	25.4%	-16.9%
OC(CN1CCOCC1)c1ccccc1 (centres undefined)	10.4%	-15.3%
COc1cc2nc(NC3CCN(C)CC3)nc(N3CCCN(C)CC3)c2cc1OC	-19.4%	-6.2%
S=c1[nH]c(=S)c2n[nH]nc2[nH]1	21.1%	-1.5%
CSc1n[nH]c(-c2ccco2)n1	-17.7%	-8.4%
CC1(C)CC(=O)c2cc(C(=O)NCCc3ccccc3)c(=O)[nH]c2C1	-8.4%	-4.3%
Cc1ccc(S(=O)(=O)N2CCN(c3nc(-c4ccc(CN5CCOCC5)s4)nc4ccccc34)CC2)cc1	11.8%	-0.7%
Cc1ccccc1OCC(=O)NCC(=O)OCc1cccc2ccccc12	29.8%	-6.4%
COc1ccc(CCn2c3c(c(=O)[nH]c2=S)CN(c2ccccc2)CN3)cc1OC	13.3%	-24.0%
CN(C)c1ccc(C=O)c(O)c1	50.1µM*	?
CN(C)c1ccc(/C=C/c2cc(/C=C/c3ccc(N(C)C)cc3)c3ccccc3n2)cc1	?	-4.3%
O=C(CN1C(=O)c2ccccc2S1(=O)=O)Nc1cc(S(=O)(=O)N2CCOCC2)ccc1N1CCOCC1	-5.0%	-12.7%
Clc1ccc(CNc2ncnc3nc[nH]c23)cc1	7.8%&-5.8%	-2.7%&-8.1%
Cc1ccc(CNCc2cn[nH]c2-c2ccc(C)cc2)cc1	9.6%	8.1%
COc1cc(Br)c(CC(=O)NO)cc1OC	47.9%[activator]	3.8%
CC(=O)c1cccc(S(=O)(=O)N2CCN(c3nc(-c4cccs4)nc4ccccc34)CC2)c1	3.5%	-0.6%
CCOc1nc(C#N)nc(N2CCOCC2)n1	10.0%	-4.4%
O=C(Cc1ccc2ccccc2c1)NO	10.9%	-2.0%
O=C1CCC[C@@H]2CC(N(Cc3cc4ccccc4s3)c3ccccc3)C[C@@H]3CCN1[C@H]23 (some centres undefined)	15.3%	0.0%

In the list so far, these have an aryl methoxy group:
mol	POLI inh	Pol kappa inh
COc1ccc(/C=C(\C)C(=O)NO)cc1	18.8%	6.1%
COc1cc2nc(NC3CCN(C)CC3)nc(N3CCCN(C)CC3)c2cc1OC	-19.4%	-6.2%
COc1ccc(CCn2c3c(c(=O)[nH]c2=S)CN(c2ccccc2)CN3)cc1OC	13.3%	-24.0%
COc1cc(Br)c(CC(=O)NO)cc1OC	47.9%[activator]	3.8%

More records follow:
mol	POLI inh	Pol kappa inh
CN(Cc1ccccc1)c1ccc(/C=C/c2sc3ccccc3[n+]2C)cc1	-5.8%	0.0%
COc1cccc(Sc2nc(N(C)C)ncc2S(=O)(=O)c2ccc(Cl)cc2)c1	12.9%	-6.0%
CCCCCCn1c(SCC#N)nc2ccccc2c1=O	12.4%	-15.5%
O=[N+]([O-])c1cc(Cl)ccc1Nc1nc(Nc2ccc(Cl)cc2[N+](=O)[O-])nc(N2CCOCC2)n1	25.7%	-18.8%
COc1cc(/C=C/c2ccc3ccccc3n2)cc(OC)c1OC	-3.1%	-3.3%
CC(C)c1ccc(Nc2nc(Nc3ccc(Cl)cc3)nc(N3CCOCC3)n2)cc1	-24.0%	-7.1%
C=C(CC[C@]12OC(C(=O)O)C(O)(C(=O)O)C(C(=O)O)(O1)C(OC(=O)/C=C/[C@@H](C)C[C@@H](C)CC)C2O)[C@@H](OC(C)=O)[C@H](C)Cc1ccccc1 (some centres undefined)	?	79.4µM*
COc1cc2c(NC3CCN(C)CC3)nc(N3CCCN(C)CC3)nc2cc1OCC1CCNCC1	?	0.0%
CCCCCCCNc1ccc(/C=C/c2ccnc3ccccc23)cc1	34.6%[activator]	-22.4%
CCCCNC(=O)c1ccc2nc(-c3cccs3)c(-c3cccs3)nc2c1	15.7%	1.3%
CNCCN(C)c1nc(-c2cccs2)nc2ccccc12	?	-12.0%
CC(C)(C)c1ccc(S(=O)(=O)N2CCN(c3nc(-c4cccs4)nc4ccccc34)CC2)cc1	?	-21.1%&-43.0%
N#CN=c1snc(-c2ccccc2Cl)n1-c1ccccc1Cl	59.4%[activator]	-24.4%
CC(C)[C@H]1COCCS(=O)(=O)N1Cc1cccc([N+](=O)[O-])c1	?	?
CCN(CC)c1ccc(-c2nnc(SCC(=O)NCc3ccco3)n2C)cc1	-2.9%	4.7%
Cc1c(C#N)c(NC(=O)COC(=O)c2cc(Cl)c3c(c2)OCCCO3)n(Cc2ccco2)c1C	-24.1%	-9.0%
Cc1cc2ccccc2c[n+]1C	31.1%[activator]	-2.5%
Cc1ccc2[nH]c(=O)c(CN(Cc3cccs3)Cc3nnnn3Cc3ccco3)cc2c1	17.9%	-14.6%
OC(CN1CCCC1)c1ccccc1 (centres undefined)	3.7%	9.6%
O=S(=O)(c1ccc2c(c1)CCCC2)N1CCN(c2nc(-c3ccccc3)nc3ccccc23)CC1	27.8%	-2.6%
CCCCN1CC[C@H]2C=CC[C@@H](C(=O)NC3CCCCC3)[C@H]2C1=O	2.7%	-17.7%
CCCN1CNc2c(c(=O)[nH]c(=S)n2CCc2ccc(C)cc2)C1	13.4%	-2.9%
CC(C)CN(CC(C)C)c1ccc(/C=C/c2ccnc3ccccc23)cc1	18.2%	1.0%
CCc1cc(C(=O)/C=C/c2cc3c(cc2C)OCCO3)c(O)cc1O	16.0%	-3.5%
C(=Nc1cccnc1)c1ccc2ccccc2n1	4.2%	0.6%
COc1cc(N(C)C)c(OC)cc1C=C1C=CC=C1	-4.1%	-15.3%
CN(C)c1ccc(/C=C/c2c3ccccc3cc[n+]2[O-])cc1	33.0%[activator]	-20.8%
O=C(Nc1c(Cl)cc([N+](=O)[O-])cc1Cl)c1cc(Cl)cc(Cl)c1O	19.2%	-3.6%
NC1CCc2ccccc21 (centres undefined)	-0.7%	1.5%
CN(C)c1ccc(/C=C/c2ccnc3ccccc23)cc1[N+](=O)[O-]	4.2%	-6.9%
Oc1c(C(Nc2ccccn2)c2ccccc2)ccc2cccnc12 (centres undefined)	-4.2%	-0.7%
O=C(COC(=O)CNC(=O)C1CCCCC1)NC1CCCC1	-1.6%	-8.7%
CSc1nc(=O)[nH]c2nc[nH]c12	-23.2%	0.6%
COc1ccc2[nH]c(C)c(C(=O)CN(C)CC(OC)OC)c2c1	9.3%	-4.5%
CCCN1CNc2c(c(=O)[nH]c(=S)n2CCc2cccc(Cl)c2)C1	6.6%	-3.5%
COc1ccc(/C=C/c2nnc(NC(=O)COc3ccc(Cl)cc3)s2)cc1	-3.9%	-15.1%
O=C(COc1ccccc1C(=O)Nc1ccccc1)Nc1cccc(Br)c1	20.2%	-8.3%
O=S(=O)(Nc1c(Br)cc(Br)c2cccnc12)C1CCCCC1	1.4%	2.7%
CCn1nnnc1Sc1nc(C)nc2scc(-c3ccccc3)c12	-19.8%	6.7%
Cc1cc(Cl)ccc1OCC(=O)Nc1cccc(-c2nc3ccccc3o2)c1	-3.7%	-8.0%
Nc1nc[nH]c(=O)c1N	-1.7%	6.9%
C(=Nc1cnc2ccccc2c1)c1cccnc1	11.5%	-9.2%
O/N=C(/CBr)c1ccc2ccccc2c1	1.7%	-26.3%
O=C(COc1ccc2ccccc2c1)Nc1ccc(O)c(-c2nc3ccccc3o2)c1	1.6%	-2.8%
Cc1nc2ccccc2nc1/C=C/c1ccc(N(C)C)cc1	19.7%	-10.1%
COc1cccc(NCc2nnc(SC(C(=O)N(C)C)c3ccccc3)n2C2CCCCC2)c1 (centres undefined)	1.3%	-12.0%
CCCCCCCCCCCC[n+]1ccc(C)c2ccccc21	?	-10.7%
O=C(Nc1ccccc1C(F)(F)F)c1nc(S(=O)(=O)Cc2ccccc2F)ncc1Cl	-6.0%	0.1%
Cc1nnc(NC(=O)C2CCN(C(=O)c3ccsc3)CC2)s1	46.0%[activator]	-2.4%
Cc1cnc(/C=C/c2ccc(N(C)C)cc2)cn1	1.5%	0.0%
CCCCN(CCCC)c1ccc(/C=C/c2ccnc3ccccc23)cc1	37.1%[activator]	2.8%
CC(O)COCC1OC2OC3C(COCC(C)O)OC(OC4C(COCC(C)O)OC(OC5C(COCC(C)O)OC(OC6C(COCC(C)O)OC(OC7C(COCC(C)O)OC(OC8C(COCC(C)O)OC(OC1C(OCC(C)O)C2OCC(C)O)C(OCC(C)O)C8OCC(C)O)C(OCC(C)O)C7OCC(C)O)C(OCC(C)O)C6OCC(C)O)C(OCC(C)O)C5OCC(C)O)C(OCC(C)O)C4OCC(C)O)C(OCC(C)O)C3OCC(C)O (centres undefined)	2.3%	0.7%
CCCSc1ncc(Cl)c(C(=O)Nc2sc3c(c2C(=O)NCCCOC)CCCC3)n1	-8.7%	-17.2%
CN(CCC#N)c1ccc(/C=C/c2ccnc3ccccc23)cc1	-11.2%	-13.0%
Cc1nc([N+](=O)[O-])cn1CC(O)c1ccc2c(c1)OCO2 (centres undefined)	?	-17.8%
Cc1ccc(-c2nnc(SCCC(=O)Nc3ccccc3)n2C)cc1	23.2%	12.2%
CCCN1CNc2c(c(=O)[nH]c(=S)n2CCc2cccc(C)c2)C1	36.4%[activator]	-5.5%
O=S(=O)(Nc1cccc2cccnc12)c1cccc2cccnc12	55.6%[activator]	-16.1%
O=C(Cc1ccccc1)NCC(=O)OCC(=O)c1cccc2ccccc12	0.0%	-0.1%
CNc1c(Br)cc(/C=C2\C=Cc3ccccc32)cc1Br	8.6%	-2.4%

Carrying on.
mol	POLI inh	Pol kappa inh
CN(C)c1ccc(/C=C/c2c[n+](C)cc3ccccc23)cc1	-12.4%	-19.4%
Cc1ccc2nc(-c3ccc(C)c(NC(=O)COc4ccccc4Cl)c3)oc2c1	29.4%	11.8%
O=[N+]([O-])c1ccc(/C=C2\C=C(C(O)c3ccc([N+](=O)[O-])cc3)c3ccccc32)cc1 (centres undefined)	5.4%	-19.2%
COc1cc2nc(N3CCCN(C)CC3)nc(NC3CC3)c2cc1OC	28.6%	9.1%
CCn1c(SCC(=O)NCc2ccco2)nnc1-c1cccc(N(C)C)c1	10.8%	-8.7%
CC(=O)ON(C(C)=O)c1ccc(/C=C2/C=Cc3ccccc32)cc1	8.2%	-12.5%
COc1cc2c(NC3CCN(C)CC3)nc(N3CCCN(C)CC3)nc2cc1OCCCC(C)C	-6.8%	-12.9%

An excerpt. The share of hits here may be higher or lower than overall.
